# Source: PubChem
# D2 antagonist: antagonizes the human D2 dopamine receptor | AID 485344 | P14416 | inhibition, % at 10 µM | HEK293 TREx D2 cells, calcium flux, dopamine EC80 | hit rate 2% among 340,000; in the data active means inhibition above about 30%; further: 0% is about no effect
#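 Inhibition of EC80 dopamine-driven calcium flux, recorded kinetically, defines activity here; cells are a tetracycline-induced HEK293 T-REx line expressing force-coupled D2.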
# IDH1 R132H inh: inhibitors of human mutant IDH1 R132H; O75874; IDH1-R132H enzyme, NADPH consumption, diaphorase/resazurin fluorescence; Potency, µM (titrated, usually from 76.6 µM), for inactives: top-dose activity change, negative = inhibition, most hits filed as inhibitors; hit rate 0.093% among 390,000; further: potency means the concentration at half of the fitted maximal effect; on the % scale 0 is the no-effect control and ±100 the full control effect; nearly all actives have a fitted effect of over 65% in size
# Target sequence (O75874 whole entry R132H, stated change not applied): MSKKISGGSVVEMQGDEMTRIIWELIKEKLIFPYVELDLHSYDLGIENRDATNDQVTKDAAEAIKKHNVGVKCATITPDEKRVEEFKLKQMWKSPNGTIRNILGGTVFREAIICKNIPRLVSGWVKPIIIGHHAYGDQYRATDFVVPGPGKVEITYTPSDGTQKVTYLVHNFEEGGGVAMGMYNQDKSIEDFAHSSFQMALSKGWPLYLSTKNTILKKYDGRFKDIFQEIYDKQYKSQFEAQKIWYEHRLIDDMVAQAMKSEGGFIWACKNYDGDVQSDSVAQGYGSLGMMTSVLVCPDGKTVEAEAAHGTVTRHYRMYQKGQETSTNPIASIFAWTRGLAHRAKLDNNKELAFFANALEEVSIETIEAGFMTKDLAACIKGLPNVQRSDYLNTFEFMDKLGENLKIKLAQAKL
#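 IDH1-R132H (0.5 ug/mL) preincubated 30 min with compound, then NADPH (0.016 mM) and alpha-KG (2 mM) added; 80 min at RT, pH 7.5. Remaining NADPH coupled via diaphorase/resazurin to fluorescence (540/590 nm); concentration-response curves normalized to no-enzyme control.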
# USP1 inh: inhibitors of human USP1/UAF1 deubiquitinase. O94782. recombinant USP1/UAF1, Ub-Rhodamine cleavage fluorescence. Potency, µM (doses to about 57.1 µM), inactives show at the highest dose activity change, negative = inhibition, usual class: inhibitors. hit rate 0.23% among 390,000. AID 743255; further: potency means the concentration at half of the fitted maximal effect; on the % scale 0 is the no-effect control and ±100 the full control effect; nearly all actives have a fitted effect of over 60% in size; inactives centre near -12
#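 USP1/UAF1 complex (1 nM) preincubated 15 min at room temperature with compound, then Ub-Rho substrate (150 nM final) added. Kinetic fluorescence at 480/540 nm over 6 reads at 60 s intervals; 50 mM HEPES pH 7.8, 0.5 mM EDTA, 0.1 mg/ml BSA, 1 mM TCEP, 0.01% Tween-20.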
# TRHR PAM: allosteric enhancers of human TRH receptor. AID 493056. TRHR cells, fluo-8 calcium fluorescence, EC20 TRH enhancement. hit rate 0.66% among 360,000. enhancement, % at 2 µM; in the data active means enhancement above about 30%; further: 0% is about no effect
# Target sequence (P34981 whole entry, looked up): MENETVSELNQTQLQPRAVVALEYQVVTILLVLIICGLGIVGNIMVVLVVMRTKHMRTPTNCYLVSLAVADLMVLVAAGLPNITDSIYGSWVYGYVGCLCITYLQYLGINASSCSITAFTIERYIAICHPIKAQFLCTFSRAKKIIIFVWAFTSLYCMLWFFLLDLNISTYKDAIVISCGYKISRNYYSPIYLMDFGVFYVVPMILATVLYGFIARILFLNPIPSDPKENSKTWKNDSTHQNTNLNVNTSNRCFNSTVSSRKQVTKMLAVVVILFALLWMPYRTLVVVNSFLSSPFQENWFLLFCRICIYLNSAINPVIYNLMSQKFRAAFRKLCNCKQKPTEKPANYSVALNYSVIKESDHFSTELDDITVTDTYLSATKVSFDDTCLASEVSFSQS
#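 TRHR-expressing cells loaded with fluo-8 calcium dye were read kinetically (ex 480/em 530) during compound addition, then stimulated with an EC20 of TRH (10 nM final). Enhancement of the Gq-mediated intracellular calcium response was scored.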
# TRHR agonist: TRH receptor (human) agonism | P34981 | TRHR cells, calcium flux fluo-8, FDSS agonist mode | activation, % at 2 µM | hit rate 0.18% among 360,000; in the data active means activation above about 30%; further: 0% is about no effect
#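 Fluo-8-loaded TRHR cells; 10 s baseline, compound added, kinetic Ca2+ fluorescence read 1/s, agonist mode.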
# TrxR1 substrate: substrates of rat thioredoxin reductase 1; hit rate 0.01% among 390,000; Potency, µM (doses to about 114 µM), without a hit: at the top dose activity change, negative = substrate turnover; AID 588456; O89049; purified TrxR1 substrate turnover, NADPH consumption readout; further: potency means the concentration at half of the fitted maximal effect; on the % scale 0 is the no-effect control and ±100 the full control effect; nearly all actives have a fitted effect of over 50% in size
#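 Rat TrxR1, dispensed at 90 nM, was prereduced with 400 uM NADPH (final) for 5 min at ~22 deg C, then incubated with compound 15 min before 400 uM selenite. A first-read NADPH fluorescence drop versus no-compound background flagged substrates.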
# D2 agonist: D2 dopamine receptor (human) agonism; P14416; HEK293 T-REx D2 cells, calcium flux agonist mode; activation, % at 2 µM; hit rate 0.53% among 340,000;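 active means activation over 3 SD above normal in the single-dose calcium agonist read, cut at about 30% in these data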; further: 0% is about no effect
#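 Calcium-flux readout, 1 cycle/sec over 180 s following compound pin transfer, in inducible HEK293 Trex D2 cells (force-coupled); dopamine controls included. Positive calcium responses during this window marked compounds as potential agonists.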
# rTrxR1 inhibitor: inhibitors of rat thioredoxin reductase 1; O89049; recombinant rTrxR1, NADPH fluorescence consumption, selenite substrate; Potency, µM (doses to about 114 µM), for the others: top-dose activity change, negative = inhibition, actives largely listed as inhibitors; hit rate 1% among 390,000; further: potency means the concentration at half of the fitted maximal effect; on the % scale 0 is the no-effect control and ±100 the full control effect; nearly all actives have a fitted effect of over 65% in size
#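 Rat TrxR1 (90 nM in the dispensed reagent) was pre-reduced with 400 uM NADPH for 5 min at room temperature, then incubated with compound for 15 min. After 400 uM selenite was added, NADPH fluorescence (Ex 340/Em 450 nm) was followed for 8 min.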
# Pin1 inh: blocks the human prolyl isomerase Pin1; Q13526; Pin1 FP peptide displacement, HiFluor488, 10 min; Potency, µM (series often up to 115 µM), without a hit: at the top dose activity, negative = inhibition, usual class: inhibitors; hit rate 0.009% among 390,000; AID 504891; active means well fitted inhibition curve with a large enough effect in the polarisation, with a control signal flat, not every such curve was filed as active; inconclusive means small, poorly fitted or top-dose-only effect, or effect the other way, or a change in a side signal; inactive means no such curve, though single readings can be large or run the other way; the % refers to the polarisation; further: potency means the concentration at half of the fitted maximal effect; on the % scale 0 is the no-effect control and ±100 the full control effect
# Target sequence (Q13526 whole entry, looked up): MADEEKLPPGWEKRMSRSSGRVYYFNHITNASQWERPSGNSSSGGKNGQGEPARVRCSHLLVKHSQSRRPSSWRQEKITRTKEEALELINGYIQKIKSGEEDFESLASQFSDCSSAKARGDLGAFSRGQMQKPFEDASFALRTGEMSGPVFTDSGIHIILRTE
# An asterisk follows results filed as active; ? = inconclusive; . = no result given; & = joins results of further samples; [ ] = remark or other dose. Unless noted, the call rests on the fitted dose curve; in most records, active means well fitted inhibition curve with a large enough effect; inconclusive means small, poorly fitted or top-dose-only effect; inactive means no such curve, though single readings can be large or run the other way. These rows are one share of the data, so the mix of outcomes need not match the whole.
SMILES,D2 antagonist,IDH1 R132H inh,USP1 inh,TRHR PAM,TRHR agonist,TrxR1 substrate,D2 agonist,rTrxR1 inhibitor,Pin1 inh
O=c1[nH]n2c(=O)c3c([nH]c2c1N=Nc1ccccc1)CCC3,-13,8%,?,31*,-0.2,-32%,-1.0,?,?
COC(=O)NCc1cccc(CNC(=O)OC)c1,-12,-4%,7%,28,-0.3,0%,-0.1,7%,4%
O=C(c1cccc([N+](=O)[O-])c1)N1CCN(c2ccccn2)CC1,3,3%,-14%,-10,0.3,-7%,-2.6,?,-10%
Cc1ccc(S(=O)(=O)Cc2ccc(C(=O)N3CCN(c4ccc(F)cc4)CC3)o2)cc1,-30,10%,-13%,-9,0.0,5%,-0.9,2%,0%
Oc1ccc(Br)cc1CNn1cnnc1,.,10%,-12%,.,.,9%,.,24%,-9%
O=C(NCc1ccccc1Cl)c1ccc2nc[nH]c2c1,9,4%,-10%,-3,0.0,-1%,-0.3,0%,3%
Cc1ccccc1NC(=O)CSc1nc2c(oc3ccccc32)c(=O)n1-c1ccccc1F,.,0%,-9%,-2,0.9,0%,0.5,13%,22%
Cc1ncc(CO)c2cc(S(=O)(=O)c3ccc(F)cc3)c(=O)oc12,20,15%,-10%,-17,0.6,2%,1.2,?,-3%
CC(C)CN(CCCNC(=O)c1cn(C)c2ccc(S(=O)(=O)N(C)C3CCCCC3)cc2c1=O)CC(C)C,.,0%,-20%,-3,-0.2,4%,0.3,22%,?
CCOc1nc(Nc2ccc(OC)c(Cl)c2)nc(OCC)n1,7,3%,-23%,13,-1.1,-4%,0.9,-13%,6%
CCCC1CCc2c(sc(NC(=O)c3cccs3)c2C(N)=O)C1 (configuration not stated),.,0%,-14%,-4,0.8,45%[activator],.,-1%,-2%
COc1ccc(S(=O)(=O)ON=C2CC(C)(C)N(C(C)=O)C(C)(C)C2)cc1,-8,2%,-4%,-5,1.4,-1%,0.7,20%,2%
O=C(Cc1ccccc1)NCCSCc1ccc(Cl)cc1,8,3%,-3%,-7,-0.8,-10%,-0.7,-7%,-4%
Cn1c(NC(=O)c2cccs2)cc(=O)n(C)c1=O,-1,9%,-26%,3,0.4,-8%,1.0,0%,5%
COc1ccc(S(=O)(=O)Oc2ccccc2C(N)=O)cc1,-4,7%,-15%,15,0.3,5%,-0.4,9%,-4%
Cc1ccc(NC(=O)/C=C/c2ccco2)cc1S(=O)(=O)N1CCCCCC1,.,-16%,-21%,.,.,-1%,.,?,22%
O=C(c1ccccc1)N1CCN(c2ccc([N+](=O)[O-])c(NCc3cccnc3)c2)CC1,12,7%,-22%,0,0.5,-10%,1.0,-21%,4%
COC(=O)c1cccc(S(=O)(=O)N2CCC(C)CC2)c1,-17,16%,-3%,-4,-0.1,-9%,0.6,-3%,-8%
COC(=O)CC1=C(C(=O)OC)C(c2ccncc2)C(C#N)=C(N)O1 (configuration not stated),-19,0%,-21%,7,-0.4,-2%,-2.4,-21%,-3%
O=C(CCC(=O)OCC(=O)c1ccc(Br)cc1)Nc1ccc(Br)c2cccnc12,1,2%,-11%,3,-0.1,-3%,-0.1,-7%,14%
CC(C(=O)N1CCOCC1)c1ccc([N+](=O)[O-])cc1 (configuration not stated),-3,4%,-1%,17,-1.4,-8%,0.5,10%,-4%
CC(=O)c1cccc(NC(=O)COC(=O)c2cccs2)c1,-25,12%,0%,0,-0.3,9%[57.1 µM],-0.5,20%[57.1 µM],-2%
C=CCCCN(Cc1ccccc1)S(=O)(=O)c1ccccc1Br,-14,9%,?,-11,-0.4,4%&11%,-1.0,24%&35%,-5%&6%
Cc1cc(C(=O)OCC(=O)Nc2nccs2)c2ccccc2n1,-3,1%,-12%,2,-0.8,0%[57.1 µM],-1.2,31%[57.1 µM],42%[activator]
O=C(COC(=O)CCC1CCCC1)Nc1ccc(Cl)cn1,-12,2%,-8%,3,-1.6,-4%,-0.9,-1%,6%

# Compound profiles (already shown). Values in the order: D2 antagonist | IDH1 R132H inh | USP1 inh | TRHR PAM | TRHR agonist | TrxR1 substrate | D2 agonist | rTrxR1 inhibitor | Pin1 inh
# Results for `CC(=O)c1cccc(NC(=O)COC(=O)c2cccs2)c1` : -25 | 12% | 0% | 0 | -0.3 | 9%[57.1 µM] | -0.5 | 20%[57.1 µM] | -2%
# Results for `Cc1ccc(NC(=O)/C=C/c2ccco2)cc1S(=O)(=O)N1CCCCCC1` : . | -16% | -21% | . | . | -1% | . | ? | 22%
# Results for `O=C(Cc1ccccc1)NCCSCc1ccc(Cl)cc1` : 8 | 3% | -3% | -7 | -0.8 | -10% | -0.7 | -7% | -4%

# Following part.
SMILES,D2 antagonist,IDH1 R132H inh,USP1 inh,TRHR PAM,TRHR agonist,TrxR1 substrate,D2 agonist,rTrxR1 inhibitor,Pin1 inh
CCn1c(C(=O)O)c(CC(=O)Nc2cccc(C(F)(F)F)c2)c2ccccc21,13,4%,-26%,-3,-0.8,2%,-1.1,12%,-4%
CCOCCCNC(=O)/C(C#N)=C/c1ccc([N+](=O)[O-])o1,-2,-1%,-5%,-4,0.6,-6%[57.1 µM],2.4,3.2µM*,?
Cc1ccc(CNC(=O)CSCc2ccc(F)cc2)cc1,5,-2%&2%,-6%&-20%,-5&4,-0.3&-1.0,11%&-6%[57.1 µM],0.0&0.1,16%&-15%[57.1 µM],2%&-4%
COc1ccc(-n2cc(-c3ccccc3)c3c(NCc4cccc(Cl)c4)ncnc32)cc1,.,8%,-14%,0,0.5,2%[57.1 µM],0.7,13%[57.1 µM],-4%
Cc1ccc(OCc2nnc(SCCN3CCOCC3)n2C)cc1,-26,10%,-10%,-6,-1.0,3%,-0.2,7%,-3%
CC(Cc1ccsc1)NC(=O)CCc1nnc(CCc2ccccc2)o1 (configuration not stated),-7,-2%,9%,-1,-1.6,-6%[57.1 µM],-0.5,9%[57.1 µM],5%
Cc1nn(C)c(C)c1NC(=O)/C(C#N)=C\N(C)C,-3,0%,-25%,-7,0.1,8%[57.1 µM],1.2,14%[57.1 µM],7%
O=C(NCc1ccc2c(c1)OCO2)C1CCC(CNc2c(N3CCCC3)c(=O)c2=O)CC1 (configuration not stated),-17,11%,-16%,-2,0.8,-1%,0.6,1%,2%
Cc1ccc(NC(=O)CSc2ccc(-c3ccco3)nn2)c(C)c1,-2,-3%,-14%,-2,0.0,-2%,-1.2,?,-5%
CC(/C=N/NC(=O)c1cc(-c2cccs2)[nH]n1)=C\c1ccccc1,2,0%,-9%,0,0.1,-3%,-1.0,-5%,4%
COc1cccc(-n2nnc(-c3nc(-c4cccs4)no3)c2N)c1,.,-2%,-2%,10,0.2,7%,.,15%,34%[activator]
COc1ccc(-n2ncc(S(=O)(=O)c3ccccc3)c2-c2ccc(Cl)cc2)cc1,14,-2%,-28%,1,-0.1,11%,-0.4,15%,0%
c1csc(-c2nc3ccccc3[nH]2)c1,6,-1%,0%,8,-0.5,85%[activator],-0.2,12%,-11%
Cc1ccc(S(=O)(=O)NCCOc2nc(N3CCOCC3)nc(N3CCOCC3)n2)cc1,7,9%,-7%,11,0.4,-4%,0.7,6%,10%
CC(=O)N1CCC2(CC1)C/C(=N\NC(=S)Nc1ccccc1F)c1cc(O)ccc1O2,-6,2%,-2%,0,0.3,6%,-0.8,-8%,-2%
COc1ccccc1-n1cnnc1SCC(=O)Nc1cc(C)on1,3,0%,-14%,8,-0.7,6%,0.8,41%[activator],-8%
CN(c1ccc(C(=O)Nc2ccccc2C(F)(F)F)cc1)S(C)(=O)=O,11,7%,-22%,3,0.3,-7%[57.1 µM],-0.2,14%[57.1 µM],-2%
Cc1ccc(C(=O)O)cc1S(=O)(=O)NCC1CCCO1 (configuration not stated),-23,6%,1%,-2,-0.1,8%,0.2,14%,-9%
O=C(Nc1ccc(NC(=O)c2ccccc2F)cc1)c1ccccc1F,-9,7%,-28%,1,2.1,18%,0.8,10%[57.1 µM],16%
Cc1cc(C)n2cc(CSc3nnnn3-c3ccccc3)nc2n1,1,9%,-5%,0,-0.4,8%,0.2,2%,-5%
COc1ccc(CCNc2ncnc3c2c(C)c(C)n3CCO)cc1OC,-8,15%,-18%,-3,0.0,6%,0.0,4%,-1%
COc1cc(CCN2C(=O)N[C@@H](c3cccc(C(F)(F)F)c3)C(C(C)=O)=C2C)cc(OC)c1OC,23,.,.,-6,-0.1,.,0.7,.,.
O=C(Nc1ccccc1Oc1cccnc1)C1CCCN(C/C=C/c2ccccc2)C1 (configuration not stated),0,3%,3%,-1,0.3,-4%,0.3,1%,0%
COc1ccc(NC2CCCN(C(=O)c3ccc(C)c(N4CCNC4=O)c3)C2)cc1 (configuration not stated),9,2%,-10%,11,0.5,-8%,0.8,-10%,-9%
CSc1cc(C)c(OCC(=O)Nc2ccc(NC(C)=O)cc2)c(C)c1,-6,3%,3%,1,-0.8,-3%,-1.0,10%,3%
SMILES,D2 antagonist,IDH1 R132H inh,USP1 inh,TRHR PAM,TRHR agonist,TrxR1 substrate,D2 agonist,rTrxR1 inhibitor,Pin1 inh
CCOC(=O)c1c(C)[nH]c(C)c1S(=O)(=O)N1CCN(c2cc(Cl)ccc2C)CC1,.,-7%,?,4,-0.5,-4%,0.7,10%,5%
c1ccc(N2CCN(c3ccc4nncn4n3)CC2)nc1,19,-5%,-14%,10,-0.5,-2%,-1.3,4%,-5%
CC(C)N(Cc1nc(-c2ccc(Cl)cc2)no1)C(=O)CCC1CCCC1,-11,-2%,-18%,-1,1.9,2%,0.9,25%,?
COC(=O)[C@H](Cc1ccccc1)NC(=O)C1CCN(C(=O)[C@H](C)NS(=O)(=O)c2ccc(C)cc2)CC1,-18,-2%,-28%,-10,0.4,1%,-0.4,15%,-8%
CCCCn1c(N)c(N(Cc2ccccc2OC)C(=O)CN2C(=O)NC(C)(c3ccccc3)C2=O)c(=O)[nH]c1=O (configuration not stated),1,0%,-12%,1,-0.1,-1%,-0.1,-6%,-2%
COc1ccc(C(=O)NCC(=O)N/N=C/c2c(C)[nH]c3ccccc23)cc1,53*,1%,-14%,4,0.8,-3%,-1.1,19%,2%
